Screening results (PubChem)
FN deposit inh: fibronectin deposition inhibition. 0.086% of 350,000 active. AH1F fibroblasts, Alexa488-fibronectin deposition fluorescence, overnight. inhibition, % at 12.6 µM;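 active = mean inhibition across replicates of 30% or more, regardless of how many single replicates reach that level; inconclusive = mean under 30% yet at least half of replicates reach 30%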;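 note: positive control wells lacked labelled fibronectin entirely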
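material = AH1F fibroblast monolayer depositing Alexa488-labelled fibronectin into matrix | amount = 10000 AH1F cells/well | buffer or medium = DMEM plus 2% serum, read in PBS | incubation = 1 h cell adhesion before compound, then overnight fibronectin incubation | detection = fluorescence at 485 nm excitation, 525 nm emission | evaluation = percent inhibition as loss of matrix-bound fibronectin fluorescence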
LGR2 inh: inhibitors of bursicon-induced Drosophila LGR2 receptor cAMP signaling | HEK293 LGR2, CRE-luciferase, bursicon-stimulated, 4 h | inhibition, % at 9.99 µM | 0.35% of 380,000 active;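 active = drop in luminescence signal, shown as inhibition above about 50% in the replicate tests, limit read from the data, passing the limit was not always enough; inconclusive = probably only some replicates passing the limit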;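 note: agonist challenge used bursicon conditioned medium at about half maximal strength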
Starred values were filed as active, the others as inactive; ? = inconclusive. Some of the compounds tested. The share of hits here may be higher or lower than overall.

Value order – FN deposit inh	LGR2 inh
Cc1cc(OC(F)F)ccc1NC(=O)Nc1ccc([N+](=O)[O-])cc1
  -3.0	8.5
C[C@@H]1CN([C@H](C)CO)C(=O)CCCn2nncc2CO[C@H]1CN(C)S(=O)(=O)c1ccccc1C#N
  6.6	10.6
OCC(CO)(CO)NCc1ccc(-c2ccccc2)cc1
  4.4	-5.2
COCCCNC(=O)CC(C)c1ccccc1 (centres undefined)
  -14.9	0.5
CCOC(=O)c1cn(-c2ccc([N+](=O)[O-])cc2)c2cc(Cl)c([N+](=O)[O-])cc2c1=O
  -2.9	-3.6
Cc1cc(N=Cc2c(O)n(-c3cccc(C(F)(F)F)c3)c(=O)c3ccccc23)no1
  -2.5	-30.4
COc1ccc(/C=C(\NC(=O)/C=C/c2ccco2)C(=O)NCCc2nc3ccccc3[nH]2)cc1
  -1.3	8.3
O=C(NC(=S)Nc1ccc(N2CCOCC2)cc1)c1ccc(Cl)cc1
  -2.0	-3.8
CCc1ccccc1NC(=O)c1cccc(NC(=O)/C=C/c2ccco2)c1
  9.6	-33.4
CC(=O)NC(Cc1ccccc1)c1ccc2c(c1)OCCCO2 (centres undefined)
  4.3	-32.8
Oc1ccccc1CN(Cc1ccco1)CC(O)COCc1ccc(Cl)cc1 (centres undefined)
  2.1	2.9
O=C1C=C(NCc2ccc(Cl)cc2)CCC1
  -6.7	6.5
O=C(CCN1C(=O)S/C(=C\c2cccs2)C1=O)NC1=NCCS1
  -10.1	-5.2
Cc1cc(NC(=O)Cc2ccccc2)no1
  -1.4	-21.9
O=C(Nc1ccc(Cl)cc1)N(Cc1nc2ccccc2c(=O)[nH]1)Cc1cccs1
  6.4	-1.9
NS(=O)(=O)c1ccc(N/C=C\C(=O)c2cccc3ccccc23)cc1
  -4.3	-42.5
Cc1cc(N2CCN(C3CCCC3)CC2)n2c(nc3ccccc32)c1C#N
  -3.4	9.4
Cc1[nH]c2ccccc2c1C(=O)C(=O)NCCC1=CCCCC1
  -8.1	-5.8
Cc1cc(C)c2c(n1)sc1c(-c3ccccc3)c(C#N)c(N)nc12
  -17.9	-5.0
Cc1cc(C)cc(NC(=O)c2ccc(S(=O)(=O)C(F)F)cc2)c1
  16.4	-11.5
CNC(=O)NC(=O)COC(=O)c1ccc(-n2c(C)ccc2C)cc1
  -0.2	?
CCOC(=O)CSc1nc2c(sc3ccc([N+](=O)[O-])cc32)c(=O)n1Cc1ccco1
  1.8	2.5
c1ccc(OCc2nn3c(-c4ccncc4)nnc3s2)cc1
  0.1	-45.0
CCOC(=O)c1ccc(NC(=S)N(CCCN2CCCC(C)C2)Cc2ccco2)cc1 (centres undefined)
  7.6	11.0
CC1CCN(C(=O)C2CCC(C)(C(=O)O)C2(C)C)CC1 (centres undefined)
  -2.1	23.0
COc1ccc(CCNC(=O)c2ccc(CN3CCC(Cc4ccccc4)CC3)cc2)cc1
  4.5	-7.3
CCN(CC)CCCOc1ccc(Cl)c(Cl)c1
  7.2	5.1
O=C(NCc1ccccn1)c1cccc(NS(=O)(=O)c2ccccc2F)c1
  -6.3	9.3
O=C(CSc1ccc(-c2ccco2)nn1)NCc1ccc(F)cc1
  -2.3	7.8
COc1ccc(CNC(=O)CC2C(=O)NCCN2CC(C)(C)C)c(OC)c1 (centres undefined)
  4.3	-19.5
CC(=O)c1ccc(Oc2cc(C)nc(N3CCOCC3)n2)cc1
  5.6	4.1
CCOC(=O)N1CCN(C(=O)CN(c2ccc(OCc3ccccc3)cc2)S(C)(=O)=O)CC1
  5.4	-3.7
O=C(CCl)N(c1ccccc1)C1CCS(=O)(=O)C1 (centres undefined)
  1.9	-14.3
Cc1ccc(NC(=O)Cc2ccc([N+](=O)[O-])cc2)c(Br)c1
  -4.6	-13.3
CC(C)c1ccccc1NC(=O)COC(=O)Cc1c[nH]c2ccccc12
  -2.9	-0.7
COc1ccc2cc(/C=N/NC(=O)c3ccc(CN(c4cccc(Cl)c4Cl)S(C)(=O)=O)cc3)c(Cl)nc2c1
  20.0	23.6
CCCCC1CCC(C(=O)OCC(=O)Nc2ccc(S(N)(=O)=O)cc2)CC1 (centres undefined)
  4.1	-0.5
COc1cc(C)ccc1OCCOCCN(C)Cc1ccccc1
  -0.2	3.3
O=S(=O)(NCC1CCCO1)c1cnc(Cl)c(Cl)c1 (centres undefined)
  -4.5	-1.9
O=C(CSc1ccccc1)Nc1ccc(-c2nc3ccccc3[nH]2)cc1
  -1.3	-61.0
Cc1ccc(/C=C/C(=O)Nc2cccc3cccnc23)o1
  5.0	-38.5
COc1ccc2c(OC)cc(=O)n(C)c2c1
  6.5	14.9
CC(/C=N/NC(=O)c1ccncc1)=C\c1ccc(C(C)C)cc1
  0.8	-49.3
O=C(NC(=S)NCC1CCCO1)c1ccccc1Br (centres undefined)
  0.9	21.5
Cc1ccsc1/C=N\NC(=O)c1n[nH]c2c1CCC2
  -6.4	78.4*
CC(=O)Nc1ccc(N=Nc2ccc(O)cc2)cc1
  0.7	-51.6
COc1ccc(NC(=S)N2CCC(N(C)CC3CCCO3)CC2)cc1Cl (centres undefined)
  3.2	7.2
Cc1cc(NC(=O)CCc2ccccc2)c([N+](=O)[O-])cc1C
  2.4	-24.8
COc1ccc(OC)c(/C=N/NC(=O)CCc2ccc(O)c(O)c2)c1
  4.9	13.6
Nc1ccccc1Sc1ccccc1[N+](=O)[O-]
  2.2	8.8
COc1cccc(Nc2ccc(C(=O)O)cc2[N+](=O)[O-])c1
  0.2	-0.1
Cn1c(=O)c(S(=O)(=O)C(C)(C)C)c(O)c2ccccc21
  -3.0	-5.3
CCc1c(C(=O)N/N=C/c2cn[nH]c2-c2ccc(F)cc2)csc1C
  7.9	-3.9
Cc1nnc(N2C(=O)C(O)=C(C(=O)c3ccco3)C2c2ccc(C(C)C)cc2)s1 (centres undefined)
  -5.7	-11.3
O=C(COC(=O)/C=C/c1ccc(Cl)cc1)Nc1ccccc1-c1ccccc1
  1.9	-13.3
COc1ccc2oc(=O)c(NC(=O)C3CCCCC3)cc2c1
  2.0	-14.7
COc1ccc(/C=N/NC(=O)c2nc(-c3ccccc3)cc(-c3ccccc3)n2)cc1O
  2.2	14.1
COc1ccccc1/C=N/NC(=O)c1ccc(=O)n(C)c1
  -9.5	-8.1
Cc1ccc(/C=N/NC(=O)c2nn(C)cc2Cl)cc1
  3.9	-14.4
Cc1ccc(S(=O)(=O)/N=C(\N)Nc2nc(C)c3ccc(C)cc3n2)cc1
  1.7	-1.3

(more compounds)
Value order – FN deposit inh	LGR2 inh
COc1ccc(-c2ccc(Nc3ccc(S(=O)(=O)N4CCCC4)cc3)nn2)cc1OC
  4.6	?
CN(C)CCCO/N=C(\c1ccccc1)c1ccncc1
  -0.3	1.6
CC1CCc2c(sc3nc(CSc4ncn[nH]4)[nH]c(=O)c23)C1 (centres undefined)
  1.2	-76.2
O=c1[nH]n2c(=O)c3c([nH]c2c1N=Nc1cccc(Cl)c1)CCC3
  -2.3	-2.9
Cc1nn(-c2ccccc2)c(C)c1/C=N/NC(=O)c1ccccc1NS(=O)(=O)c1cccs1
  -4.3	8.0
Clc1ccc(-c2cnc3ccccc3n2)cc1
  -5.0	-51.1
O=C(COC(=O)c1ccccc1)Nc1ccccc1Br
  -1.4	-3.4
CS(=O)(=O)N(CC(=O)Nc1ccc(F)c(F)c1)c1cccc([N+](=O)[O-])c1
  5.5	5.8
COc1cc(NC(=S)NCc2ccco2)cc(OC)c1OC
  -0.4	1.8
CC(/C=C/c1ccccc1)=N\NC(=O)c1cc(C)[nH]n1
  -2.2	-9.2
O=C(OCc1ccccc1)C1=NNC2C(=O)N(c3ccccc3)C(=O)C12 (centres undefined)
  9.7	3.8
CN(C(=O)c1ccc2c(c1)SC1=NS(=O)(=O)CCN12)C(c1ccccc1)c1ccccc1
  -4.3	-41.5
CCn1c(SCC(=O)N/N=C/C=C/c2ccco2)nc2ccccc21
  -1.2	18.1
CN(C)S(=O)(=O)c1cc(NC(=O)CN2CCN(c3ccccc3)CC2)ccc1Cl
  0.1	-9.4
COC(=O)C(C)Sc1ncnc2c1c(-c1ccccc1)cn2-c1ccc(OC)cc1 (centres undefined)
  -3.5	19.8
CC(NC(=O)/C(=C/c1cccc([N+](=O)[O-])c1)NC(=O)c1ccco1)C(=O)O (centres undefined)
  3.5	-1.5
CN(C)CCOc1cccc(Cl)c1
  6.2	7.4
CN(CC1COc2ccccc2O1)C(=S)Nc1ccccc1F (centres undefined)
  1.6	1.1
O=c1[nH]c(CCC2CCCC2)nc2ccccc12
  0.7	-27.4
CCN1CCN(CC(=O)N/N=C/c2ccc(F)cc2F)CC1
  1.0	-6.8

The last 7 records of the part above open the next one.
Value order – FN deposit inh	LGR2 inh
CN(C)S(=O)(=O)c1cc(NC(=O)CN2CCN(c3ccccc3)CC2)ccc1Cl
  0.1	-9.4
COC(=O)C(C)Sc1ncnc2c1c(-c1ccccc1)cn2-c1ccc(OC)cc1 (centres undefined)
  -3.5	19.8
CC(NC(=O)/C(=C/c1cccc([N+](=O)[O-])c1)NC(=O)c1ccco1)C(=O)O (centres undefined)
  3.5	-1.5
CN(C)CCOc1cccc(Cl)c1
  6.2	7.4
CN(CC1COc2ccccc2O1)C(=S)Nc1ccccc1F (centres undefined)
  1.6	1.1
O=c1[nH]c(CCC2CCCC2)nc2ccccc12
  0.7	-27.4
CCN1CCN(CC(=O)N/N=C/c2ccc(F)cc2F)CC1
  1.0	-6.8
Cc1ccc(/C=C/C(=O)Nc2ccc(Oc3ccccc3)cc2)o1
  6.5	-16.3
CC(=O)NC(=S)Nc1cc(C(F)(F)F)ccc1N1CCOCC1
  6.5	-22.1
CCOc1cc(NC(=S)NCCCN2CCOCC2)c(OCC)cc1NC(=O)C(C)C
  -0.4	-1.9
Cn1cc([N+](=O)[O-])c(C(=O)NCc2cc3ccccc3[nH]2)n1
  -5.8	10.5
Cc1ccc(N2C(=O)C(Cc3ccc(O)cc3)NC2=S)cc1C (centres undefined)
  4.8	-14.2
CCOC(=O)C1C(C)=C(Nc2ccc(OC)cc2)C(=O)N1c1ccc(OC)cc1 (centres undefined)
  -0.8	15.8
Cc1ccc(NC(=O)Cc2sc(C)nc2-c2ccc(C)cc2)cc1
  10.2	-16.0
Cc1c(NC(=O)c2ccccc2)cccc1[N+](=O)[O-]
  -5.1	-9.5
O=C(/C=C/c1cccs1)NCc1cccnc1
  -2.4	1.1
Cc1ccc(OCC(=O)NNC(=O)CSc2ncc(C#N)c(N)n2)cc1
  -4.1	7.1
CC(=O)c1cccc(NC(=O)CSCc2ccc(Br)cc2)c1
  -3.0	11.2
N/C(=N\OC(=O)CCCc1ccccc1)c1ccc([N+](=O)[O-])cc1
  -6.6	-5.9
Cc1cc(C(=O)c2ccccc2)c(NC(=O)CN2CCOCC2)s1
  -2.8	-0.8
COc1ccc(S(=O)(=O)Nc2ccccc2OC)cc1NC(=O)c1cc2ccccc2oc1=O
  11.7	-53.7
CC(=O)Nc1ccc(NC(=O)C(C)OC(=O)c2ccc(OCc3c(C)noc3C)cc2)cc1 (centres undefined)
  -7.8	-1.1
COc1ccc2c(c1)C(C)CC(C)(C)N2C(=O)NC1CCCCC1 (centres undefined)
  2.1	-16.0
NC(=O)c1ccccc1NC(=O)c1ccccc1S(=O)(=O)c1ccccc1[N+](=O)[O-]
  1.9	1.6
COc1ccc(/C=N/NC(=O)C(N)=O)c(OC)c1OC
  2.9	3.5
COc1ccc(/C=C2\SC(=S)N(Cc3cccnc3)C2=O)cc1C
  -2.9	-62.2
Cc1cc(=O)[nH]c(SCc2nnnn2-c2ccc(Cl)cc2)n1
  -3.3	-16.7
COc1cc(/C=N\Nc2cc(=O)n(C)c(=O)n2C)ccc1O
  1.4	-7.1
O=C(O)c1ccccc1C(=O)Nc1ccc(-c2csc(-c3ccccc3)n2)cc1
  6.3	-90.0
COc1ccc(-n2c(C)cc(C(=O)CN3C(=O)NC4(CCCc5sccc54)C3=O)c2C)cc1 (centres undefined)
  -6.1	2.1
C=CCSC1=NC(=O)/C(=C/c2cccs2)S1
  0.2	-16.4
O=C(c1ccc(Br)o1)N(c1ccccn1)C1CCCCC1
  -7.1	-5.2
CN(C)N1C(N)=C(C#N)C(c2ccsc2)C2=C1CCCC2=O (centres undefined)
  1.1	5.5
COC(=O)c1ccc(C(=O)OC)c(NC(=O)CN(C)Cc2ccc(Cl)c(Cl)c2)c1
  7.8	-3.3
Cc1ccc(NS(=O)(=O)c2cccc(C(=O)N/N=C/c3ccc4c(c3)OCCO4)c2)c(C)c1
  0.4	5.2
